tim23-1 inh: growth inhibitors of tim23-1 mutant yeast, primary screen, luminescence, uHTS; S. cerevisiae tim23-1 growth, BacTiter-Glo luminescence, 24 h; inhibition, % at 20 µM; 1.3% of 330,000 active; AID 463212, 2010;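 active = growth inhibition of the mutant yeast at or above 50%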;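 also: temperature-sensitive mutant grown at 25 °C; plate controls were DMSO-treated mutant yeast for no effect and medium wells lacking yeast for full effect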
697 NFkB inh: inhibitors of PMA/ionomycin-induced NF-kB reporter, 697 cells, primary screen, B-cell NF-kB inhibitor project, cell-based, luminescence, uHTS; inhibition, % at 4 µM; AID 435022, 2010; 0.33% of 330,000 active; 697 B-cell NF-kB luciferase reporter, 16 h; in the data active = inhibition above about 35%
tim10-1 inh: growth inhibitors of tim10-1 mutant yeast, primary screen, luminescence, uHTS. AID 463190, 2010. 2.2% of 330,000 active. S. cerevisiae tim10-1 ts strain growth, BacTiter-Glo, 24 h. inhibition, % at 20 µM;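 active = inhibition of at least 40%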;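 also: mutant grown at 25 °C; 0% = DMSO wells with yeast and 100% = wells holding no yeast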
Jurkat NFkB inh: inhibitors of induced NF-kB luciferase reporter, primary screen, TCR NF-kB activation inhibitor project, cell-based, luminescence, uHTS; 0.53% of 330,000 active; Jurkat, PMA/ionomycin-induced NF-kB luciferase reporter; AID 435003, 2010; inhibition, % at 4 µM; in the data active = inhibition above about 50%
CHOP UPR activ: activators of apoptotic CHOP UPR arm, primary screen, cell-based, CHO-CHOP luciferase reporter, luminescence, uHTS; 0.34% of 330,000 active; UPR activation; percent of tunicamycin response over DMSO baseline; activation, % at 10 µM;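 active = at 10 µM dose, activation of 40% or more, normalized to positive control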;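 also: 100% = tunicamycin at 10 µg/mL and 0% = DMSO alone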
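assay system = CHO CHOP reporter cells | amount = 500 CHO-CHOP cells per well | buffer or medium = F12 with 10% FBS | incubation = 16-18 h cell attachment, then 6 h compound exposure, 37 °C | detection = luminescence read with Steady-Glo | read-out = percent activation relative to tunicamycin control | controls = tunicamycin high control, DMSO low control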
Mdm2 MdmX PPI: inhibitors of human Mdm2-MdmX association, primary screen, cell-based, luminescence, split luciferase, SaOS-2, uHTS; SaOS-2 split-luciferase Mdm2/MdmX complementation; AID 485346, 2010; 3% of 330,000 active; inhibition, % at 8 µM; Protein Mdm4 (Homo sapiens) + E3 ubiquitin-protein ligase Mdm2 (Homo sapiens), …;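 active = inhibition of at least 50% at 8 µM in the primary screen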
Target sequence (O15151 whole entry, looked up): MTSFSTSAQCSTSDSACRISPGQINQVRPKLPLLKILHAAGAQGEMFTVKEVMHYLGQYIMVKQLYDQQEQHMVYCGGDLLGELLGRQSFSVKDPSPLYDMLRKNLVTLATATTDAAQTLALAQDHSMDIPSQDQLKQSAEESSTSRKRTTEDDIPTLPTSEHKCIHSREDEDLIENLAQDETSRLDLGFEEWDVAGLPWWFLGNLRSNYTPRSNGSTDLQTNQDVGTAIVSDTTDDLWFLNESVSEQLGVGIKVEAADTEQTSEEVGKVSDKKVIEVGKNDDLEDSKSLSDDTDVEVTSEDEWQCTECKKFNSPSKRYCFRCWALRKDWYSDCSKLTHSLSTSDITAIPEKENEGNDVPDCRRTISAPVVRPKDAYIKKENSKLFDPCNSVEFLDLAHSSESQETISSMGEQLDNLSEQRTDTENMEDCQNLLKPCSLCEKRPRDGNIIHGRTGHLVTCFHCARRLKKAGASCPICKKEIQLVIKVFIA
Target sequence (Q00987 whole entry, looked up): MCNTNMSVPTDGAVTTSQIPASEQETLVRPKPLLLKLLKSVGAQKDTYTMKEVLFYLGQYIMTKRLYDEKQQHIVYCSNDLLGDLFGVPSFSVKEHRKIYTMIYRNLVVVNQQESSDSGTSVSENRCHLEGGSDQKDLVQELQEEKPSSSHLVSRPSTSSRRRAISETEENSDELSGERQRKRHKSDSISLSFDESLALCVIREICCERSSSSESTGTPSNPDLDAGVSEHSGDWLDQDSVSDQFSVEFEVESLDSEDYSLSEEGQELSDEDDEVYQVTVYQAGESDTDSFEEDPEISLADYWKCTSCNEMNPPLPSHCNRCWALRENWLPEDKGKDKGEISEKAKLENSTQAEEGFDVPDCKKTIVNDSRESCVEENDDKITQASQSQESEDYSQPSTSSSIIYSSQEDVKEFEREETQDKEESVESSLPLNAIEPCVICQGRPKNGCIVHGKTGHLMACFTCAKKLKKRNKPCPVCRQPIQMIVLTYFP
UPR XBP1 act: activators of adaptive XBP1 UPR arm, primary screen, cell-based, CHO-XBP1 luciferase reporter, luminescence, uHTS; IRE1-XBP1 UPR activation; percent of tunicamycin response, DMSO as zero; activation, % at 20 µM; 0.33% of 330,000 active;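 active = versus positive control, 20 µM dose yields 30% or more activation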;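 also: 100% = tunicamycin at 10 µg/mL and 0% = DMSO only wells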
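Assay system: IRE1-XBP1 luciferase reporter CHO line. Input: 1000 cells/well. Buffer or medium: F12 with 10% serum. Doses: 20 µM, 1% DMSO. Times: overnight seeding at 37 °C, 6 h compound treatment at 37 °C. Technique: Steady-Glo luciferase glow luminescence, 10 min after reagent addition.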
TIM10 inh: growth inhibitors of isogenic TIM10 control yeast, primary screen, counter-screen for tim10-1 yeast inhibitor project, luminescence, uHTS | AID 463195, 2010 | inhibition, % at 10 µM | 1.4% of 330,000 active | S. cerevisiae TIM10 strain growth, BacTiter-Glo luminescence, 24 h;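 active = inhibition of 40% or more at the single tested concentration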;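 also: wild-type TIM10 isogenic control strain grown at permissive 25 °C; 0% = DMSO yeast wells and 100% = minimal medium wells without yeast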
* marks the source's active call; other numbers are inactive results; · = no result given; & = joins results of further samples. Rows are unselected. About 6.6% of those tested had a hit in this group.

SMILES	tim23-1 inh	697 NFkB inh	tim10-1 inh	Jurkat NFkB inh	CHOP UPR activ	Mdm2 MdmX PPI	UPR XBP1 act	TIM10 inh
CCOc1ccc(/C=C2/SC(=S)N(CCC(=O)Nc3ccc(C(=O)O)cc3)C2=O)cc1	3.1	77.0*	3.8	3.9	4.1	2.4	0.7	5.1
COc1cc(C(C)=O)ccc1OCC(O)CN1CCN(c2ccccn2)CC1 (stereo not drawn)	-8.7	-0.3	-15.4	1.5	1.3	0.1	-5.4	-3.5
COc1ccc(N(CC(=O)Nc2ccccc2C(N)=O)S(=O)(=O)c2ccc(C)c([N+](=O)[O-])c2)cc1	15.0	-6.1	17.4	-4.5	3.8	3.2	-2.1	2.2
CC1=Nc2cccc3cccc(c23)N1C	-0.8	2.6	1.5	-1.1	0.1	8.6	-1.7	0.1
Nc1ccc2c(c1)Nc1ccccc1CC2	20.0	1.9	11.1	-16.7	4.3	-10.2	2.3	9.5
CCNC(=O)CCC(=O)Nc1cc(Cl)ccc1C	-8.0	32.7	2.9	6.2	0.5	8.6	-4.2	-5.0
Cc1ccc(-c2nnc(SCC(=O)NNC(=O)COc3cccc(C)c3)n2C)cc1	-2.7	7.7	7.8	1.5	2.6	-22.2	3.6	10.8
C/C(=N\Nc1ccc(F)cc1F)c1ccccc1O	18.9	-18.2	28.5	-39.3	2.1	-27.0	4.6	0.1
CCN1CCC[C@H]1CNC(=O)c1c(O)c(Cl)cc(Cl)c1OC	8.8&4.7	11.0&13.0	7.2&-25.8	9.1&7.7	-0.5&0.2	20.8&-2.3	-0.9&-2.8	5.2&0.4
O=C1c2ccccc2C(=O)N1CC1c2ccccc2CCN1S(=O)(=O)c1cnc[nH]1 (stereo not drawn)	-2.8	24.5	10.7	7.0	-0.5	-10.7	3.5	7.2
O=C(Nc1ccc(O)c2c(=O)cc(-c3ccccc3Cl)oc12)c1cccc(Cl)c1	-15.6	16.9	-12.0	3.9	0.8	26.0	8.6	0.1
CCOc1nc(-c2ccc(C)cc2)ccc1-c1noc(COC)n1	9.0	-14.5	24.8	-9.2	-1.4	12.3	1.5	17.2
COc1ccccc1N1CCN(CCCCOc2cccc3ccccc23)CC1	10.4	-13.2	2.1	-0.5	0.5	13.1	-0.8	8.2
CC(C)CCN1CCN(Cc2nc3ccccc3s2)CC1CCO (stereo not drawn)	-22.3	14.1	5.4	-2.5	0.5	7.3	0.8	5.2
CCCCn1nc(C(=O)Nc2cc(C(F)(F)F)ccc2N2CCOCC2)ccc1=O	2.4	-8.2	-32.2	26.3	3.1	38.3	2.2	2.1
CCOc1cccc(/C(O)=C2/C(=O)C(=O)N(CCOC)C2c2ccncc2)c1 (stereo not drawn)	20.1	-31.5	11.2	-3.8	-0.6	-24.5	-1.7	-4.2
CCn1c(NC(=O)c2ccc(C)cc2)c2ccccc2nc1=O	15.5	2.2	10.1	5.5	-1.6	12.8	1.3	-2.2
CCCc1cc(=O)[nH]c(/N=C(/NC(=O)C(C)N2C(=O)c3ccccc3C2=O)Nc2ccccc2)n1 (stereo not drawn)	-5.2	-3.0	2.7	9.1	2.4	18.8	0.7	0.7
O=C(NCc1ccc(F)cc1)C1CCCN(C(=O)NCc2ccccc2)C1 (stereo not drawn)	-6.1	7.2	-25.8	16.3	-0.2	12.2	-4.4	-12.9
COc1ccc(C(=O)NC2(C(F)(F)F)C(=O)N(Cc3ccco3)C3=C2C(=O)CC(C)(C)C3)cc1OC (stereo not drawn)	11.0	-18.0	5.6	-2.8	2.5	-5.5	2.7	21.3
CN1CCN(c2ccc(S(=O)(=O)N3CCCCC3)cc2NC(=O)c2cccc([N+](=O)[O-])c2)CC1	5.2	-17.0	-5.7	-3.5	-0.7	21.8	-2.3	-11.6
COc1ccc(N2CCN(CC(=O)Nc3sccc3C#N)CC2)cc1	1.0	-40.7	11.8	8.3	-1.5	0.0	-2.4	-0.5
O=C(Nc1ccc2[nH]ncc2c1)c1ccccc1Cl	3.0	-89.9	2.0	-69.6	1.7	10.1	-3.4	8.6
O=C(COC(=O)CNS(=O)(=O)c1ccc(F)c(F)c1F)NC1CC1	10.7	9.7	-6.1	-2.6	1.3	-6.1	-4.5	-1.5
COc1cc2c(cc1OC)-c1cc(Nc3cccc(F)c3)nc(=O)n1CC2	-22.7	14.6	7.6	6.9	1.1	40.4	7.5	2.0

The list goes on:
SMILES	tim23-1 inh	697 NFkB inh	tim10-1 inh	Jurkat NFkB inh	CHOP UPR activ	Mdm2 MdmX PPI	UPR XBP1 act	TIM10 inh
Cc1ccc(C(=O)N/C(N)=N/c2nc3ccccc3o2)cc1	-8.1	-30.2	0.7	-58.4	2.5	20.4	3.9	-8.7
CC(=O)Nc1ccc(S(=O)(=O)N(C)CC(=O)NC2=NCCS2)cc1	11.2	2.3	1.6	7.0	1.2	38.5	-3.1	-5.1
Cc1ccccc1N1C(=O)CC(c2c[nH]c3ccccc23)C1=O (stereo not drawn)	11.4	11.6	0.2	-1.4	1.7	-7.5	-0.5	7.9
O=C(CCc1ccccc1)Nc1cc(C(F)(F)F)ccc1Cl	21.1	17.8	25.4	-5.4	-0.9	18.0	-1.8	11.4
O=C(Nc1ccccc1)Nc1ccc(Oc2cccnc2)nc1	-5.2	-24.2	8.8	-10.2	3.5	-17.2	0.7	9.6
Cc1ccc(NC(=O)CCn2nc(C)cc2C)cc1	7.2	-25.7	5.6	-2.4	0.1	0.7	1.0	-10.0
O=c1c(-c2ccc(F)cc2)[n+]([O-])c2ccccc2n1OCc1ccccn1	23.8	-6.4	14.2	-3.8	-0.7	-0.2	-2.8	0.8
Cc1ccc2c(c1)C=CC(C)(C)S2(=O)=O	-1.7	-16.8	18.9	-8.3	4.0	6.6	-0.7	-24.5
Cn1ccs/c1=N\C(=O)Nc1cccc(Cl)c1	29.4	-94.2	-2.6	-103.5	3.6	-87.7	0.1	4.2
Cc1ccc(NC(=S)Nc2cccc3cnccc23)cc1	27.1	-29.4	-38.5	10.1	2.6	-27.9	-1.6	2.0
Cc1ccccc1N(CC(=O)N1CCc2ccccc2C1)S(C)(=O)=O	12.9	5.3	11.2	7.7	3.0	5.1	-3.4	5.4
Cc1ccc(-c2ccc(/C=N/NC(N)=S)o2)cc1	13.6	-31.1	41.8*	-1.5	6.2	-3.8	8.7	26.0
CN(C)S(=O)(=O)c1cccc(NC(=O)CN2C(=O)C3C4C=CC(C4)C3C2=O)c1 (stereo not drawn)	12.5	0.3	14.0	15.2	-0.2	-17.7	-1.6	-2.1
COc1ccc(C(C)(C)C)cc1NC(=O)CCCN1C(=O)CN(C)C1=O	-10.7	-12.6	-13.2	-8.1	-0.4	10.2	-0.9	-3.5
O=C(Nc1ccccc1)c1ccc2snnc2c1	-0.7	-28.6	10.6	6.1	3.5	-20.1	0.9	8.6
CCCCCC1=C(C(=O)OC)C(C(=O)OCC)N(S(=O)(=O)C(F)(F)F)c2ccccc21 (stereo not drawn)	39.7	-3.8	12.5	·	1.2	7.8	1.7	-11.4
Nc1nc(CN2CCN(c3cccc(Cl)c3)CC2)nc(N2CCCc3ccccc32)n1	46.2	10.3	36.8	-0.6	-0.4	23.4	-0.7	19.9
Cc1ccnc(NS(=O)(=O)c2ccc(NC(=O)CCc3ccccc3)cc2)n1	15.5	-17.0	11.2	-2.7	-2.0	8.1	-0.4	-7.8
CCOc1ccc(NC(=O)NCCCN2CCCC2)cc1	5.9	-0.7	14.6	-2.6	-1.1	0.8	-2.6	-1.3
Cc1ccccc1-n1ccnc1SCC(=O)NC1CCCC1	23.3	9.5	23.1	17.2	-1.2	16.5	-2.0	2.8
Cc1c(N2C(=O)/C(=C3\C(=O)N(CC(=O)O)c4ccccc43)SC2=S)c(=O)n(-c2ccccc2)n1C	30.5	7.4	5.7	-9.1	-0.3	15.0	-3.9	25.6
Cc1ccc(-n2nc3c(n2)/C(=N/O)CC/C3=N\O)cc1	5.5	-73.3	12.8	-84.7	0.5	-22.6	7.3	7.9
O=C(CNC(=O)c1ccc(F)cc1)N/N=C/c1cccnc1	-0.9	17.0	-5.2	13.7	1.1	17.8	-2.1	-9.7
COc1ccc(C2=NN(c3ccc(C(=O)O)cc3)C(c3ccc(OC)c(OC)c3)C2)cc1 (stereo not drawn)	15.6	14.7	21.2	-0.9	-0.2	19.5	0.7	14.8
COc1ccccc1Cn1c(-c2ccccc2OC)nc2ccccc21	36.9	-10.0	34.8	-17.4	-1.2	9.0	-2.0	38.7

An excerpt from above with just TIM10 inh, Mdm2 MdmX PPI and UPR XBP1 act.
compound	TIM10 inh	Mdm2 MdmX PPI	UPR XBP1 act
CCOc1ccc(/C=C2/SC(=S)N(CCC(=O)Nc3ccc(C(=O)O)cc3)C2=O)cc1	5.1	2.4	0.7
CC(C)CCN1CCN(Cc2nc3ccccc3s2)CC1CCO (stereo not drawn)	5.2	7.3	0.8

Further entries.
SMILES	tim23-1 inh	697 NFkB inh	tim10-1 inh	Jurkat NFkB inh	CHOP UPR activ	Mdm2 MdmX PPI	UPR XBP1 act	TIM10 inh
O=C(Cc1cccc2ccccc12)Nc1cc(Cl)ccc1C(=O)O	3.6	13.7	8.2	14.7	-1.3	2.4	-4.5	-1.0
Cc1ccc(-n2c(C)cc(C)c(C#N)c2=O)cc1C	15.8	-3.5	26.8	2.7	0.5	1.5	-1.4	-3.2
C/C(=C\C(=O)c1ccc(Br)cc1)NNC(=O)c1ccc(O)cc1	-1.7	-12.7	7.2	-9.2	0.2	-7.3	-0.9	4.1
CCN1C(=O)/C(=C/c2ccc(N3CCCC3)cc2)NC1=S	29.0	21.9	39.4	6.4	4.7	-42.8	0.4	34.9
COc1ccc(/C=C(\C#N)C(=O)OCC(=O)NC(=O)NCCC(C)C)cc1	3.8	20.4	-2.3	8.2	1.4	7.3	-1.4	18.5
OCC1(Cc2ccccc2)CCN(Cc2ccc(-c3ccco3)cc2)CC1	1.1	5.9	-15.4	8.3	-0.2	21.9	-2.0	-1.0
CC(=O)C1=C(NC(=O)c2ccc(F)cc2)CC2C1C2(C)C (stereo not drawn)	4.0	-18.3	-0.5	-9.9	6.3	-3.0	-1.5	-17.3
CN(Cc1ccccc1)C(=O)CN1CCN(S(=O)(=O)c2ccc(Cl)c(Cl)c2)CC1	51.5*	-20.4	18.9	-15.5	2.4	19.2	0.4	15.9
COc1ccc(CNC(=O)CN(C)S(=O)(=O)c2ccc(Cl)cc2)cc1	8.1	8.0	14.8	21.7	-2.4	-2.4	2.8	13.7
COCCNC(=O)CN(CC1CCCO1)C(=O)CCC(=O)Nc1ccccn1 (stereo not drawn)	0.2	16.2	-4.6	-5.6	-3.2	3.6	-2.7	-19.5
COc1ccc(-c2nc3ccc(C(=O)NCC(OC)OC)cc3nc2-c2ccc(OC)c(OC)c2)cc1OC	12.5	0.0	23.7	-22.7	-1.5	-0.9	-3.6	-12.9

Among those listed so far, three contain a furan ring, fused or not:
SMILES	tim23-1 inh	697 NFkB inh	tim10-1 inh	Jurkat NFkB inh	CHOP UPR activ	Mdm2 MdmX PPI	UPR XBP1 act	TIM10 inh
COc1ccc(C(=O)NC2(C(F)(F)F)C(=O)N(Cc3ccco3)C3=C2C(=O)CC(C)(C)C3)cc1OC (stereo not drawn)	11.0	-18.0	5.6	-2.8	2.5	-5.5	2.7	21.3
Cc1ccc(-c2ccc(/C=N/NC(N)=S)o2)cc1	13.6	-31.1	41.8*	-1.5	6.2	-3.8	8.7	26.0
OCC1(Cc2ccccc2)CCN(Cc2ccc(-c3ccco3)cc2)CC1	1.1	5.9	-15.4	8.3	-0.2	21.9	-2.0	-1.0
